Assay outcomes: PubChem BioAssay, National Center for Advancing Translational Sciences (NCATS)
KDM5B inhibitor: blocks human KDM5B histone demethylase activity; actives 2.6% (n = 220,000); AID 1347165; Q9UGL1; KDM5B demethylase, FDH-coupled NADH fluorescence (FDH is formaldehyde dehydrogenase); Potency, µM (top dose mostly 57.7 µM), without a hit: top-dose activity change, negative = inhibition, hits mostly inhibitors; active = well fitted inhibition curve with a large enough effect; inconclusive = small, poorly fitted or top-dose-only effect; inactive = no such curve, though single readings can be large or run the other way; also: 0% is about no effect; nearly all actives have a fitted effect of over 70% in size
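Inhibition is measured as reduced NADH fluorescence generation from FDH coupling to formaldehyde release. Truncated KDM5BΔAP at 200 nM final acts on H3K4me3 peptide (12.5 µM in substrate mix) in pH 7.5 HEPES buffer with Tween-20, 30 min, room temperature.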
An asterisk follows results filed as active; i = inactive; ? = inconclusive; & = joins results of further samples; [ ] = another dose, or the depositor's remark. Potency is read from the fitted curve at half-maximal effect. The list is partial; the hit share may differ from the screen's.

molecule	KDM5B inhibitor
COc1ccc(OCC(=O)OCc2cc(=O)n3nc(-c4cccs4)sc3n2)cc1	?
O=S1(=O)C[C@@H]2N=C(N/N=C/c3ccccc3)S[C@@H]2C1	-13%
O=C(c1nc(-c2cccnc2)c2cnccn12)N1CCOCC1	i
COc1cc(=O)n(-c2ccc(F)cc2)nc1C(=O)Nc1ccc(Br)cc1C	-6%
CCn1ncc(N2CCCC(CC(=O)NCCN3CCCC3)C2)cc1=O (stereo unspecified)	?
Cc1cn2nc(C(=O)N3CCC(NC(=O)c4ccc(F)cc4)CC3)cc2c(=O)[nH]1	-23%
Cc1cnn(C2(C(=O)O)CCN(C(=O)c3ncoc3C)CC2)c1	12%
C=CCNC(=O)C[C@@H]1CCN(C(=O)c2ccccc2)C[C@@H]1CC	-16%[86.2 µM]
O=C(/C=C/c1ccco1)Nc1cccnc1Cl	?
CCn1cc(C(=O)N[C@@H](C)C(=O)OC)c(=O)c2cc3c(cc21)OCO3	?

Filtered by structure: those above with sulfur.
molecule	KDM5B inhibitor
COc1ccc(OCC(=O)OCc2cc(=O)n3nc(-c4cccs4)sc3n2)cc1	?
O=S1(=O)C[C@@H]2N=C(N/N=C/c3ccccc3)S[C@@H]2C1	-13%

Going on with the list.
molecule	KDM5B inhibitor
O=C1NCCCCCCN(C(=O)c2cnccn2)[C@H]2C[C@H](c3nc(-c4cccnc4)no3)C[C@@H]12	-7%
O=C(CN1CCCc2nc(C3CC3)ncc2C1=O)NCCCN1CCOCC1	-18%
Cc1c(CCC(=O)NCc2ccc(F)cc2)c(=O)oc2c(C)c(O)ccc12	?
Cc1ccsc1CCNc1cc(C2CC(N)C2)ncn1 (stereo unspecified)	11%
COc1ccc(-c2nc(-c3ccccc3)nc3c2CN(C(=O)c2ccc(C)cc2)CC3)cc1	-6%
CSc1nnc(C)c(=O)n1COC(=O)COc1ccc(Cl)cc1Cl	296%[activator]
CC(=O)NCCC(=O)N1Cc2ccccc2CC2(CCCN2CC2CCNCC2)C1 (stereo unspecified)	-11%[115 µM]
Cc1ccnc(NC(=O)CCC(=O)N(CC(=O)NCc2ccc(F)cc2)CC2CCCO2)c1 (stereo unspecified)	20%
CCCNC(=O)N1CC[C@@H](CC(=O)O)[C@@H](CC2=NCCc3ccc(OC)cc32)C1	40µM*
COc1ccc(-c2noc(-c3nnn4c3COC(c3ccc(F)cc3)C4)n2)cc1 (stereo unspecified)	-12%
CN1C[C@@H](NC(=O)c2ccc3c(c2)OCO3)C[C@H]1c1nc(-c2ccc(Cl)cc2)no1	32µM*
CSC1=NCCN1C(=O)c1ccc2ccccc2c1	30%
CC(=O)N(c1cccc(C(F)(F)F)c1)c1nc(/C=C/C(=O)O)cs1	2%
Cc1ccc(-c2cc(C(=O)NC(C)c3ccccc3)c3ccccc3n2)cc1C (stereo unspecified)	-20%
Fc1ccc(CSc2cccc3cccnc23)cc1	-4%
O=C1CCC2(CCN1Cc1ccccc1)CCN(C(=O)c1ccccc1F)CC2	16%
Cc1cnc(NC(=O)Cc2ccc(OCc3c(C)noc3C)cc2)s1	12%
COc1ccc(C(=O)OCC(=O)Nc2cc(C)ccc2C)c(C)c1	1%
CC(C)NC(=O)N1CCCC(c2nc(-c3cccnc3)no2)CCNC(=O)CC1 (stereo unspecified)	10%
CN(C)CC1(O)CCC2(CCN(C(=O)Cn3c(=O)oc4ccccc43)CC2)CC1	-3%
COc1ccc(/C(C#N)=C/c2cc(Br)c(OCCOc3ccccc3)c(OC)c2)cc1OC	?
CC(C)CNC(=O)c1csc(-c2cccc(OC(C)C)c2)n1	?
CSc1ccc(-c2nc3ccc(C)cn3c2Nc2ccccc2C)cc1	?
CCc1ccccc1NC(=O)c1ccc(Cn2nc(N3CCN(c4ccccc4)CC3)ccc2=O)o1	-19%
O=c1[nH]c(N2CCOCC2)nc2c1CCN(Cc1ccc(Cl)cc1)CC2	8%
Cc1cccc2c1-c1sc(C(=O)NCCCN3CCN(c4ccccc4F)CC3)cc1CO2	?
CC1(C)Cc2ccccc2-c2nc(CN3CCCC3)[nH]c(=O)c21	10%
CCc1ccc2ncc3c(-c4ccccc4)nn(-c4ccccc4)c3c2c1	-43%
CCCn1nc(C(=O)Nc2ccnn2Cc2ccccc2)c2ccccc2c1=O	4%
CN1/C(=C/C=C(C#N)C#N)C=Cc2ccccc21	-11%
O=S(=O)(c1ccccc1C(F)(F)F)N1CC(c2nc(Cc3ccccc3)no2)C1	-31%
COc1ccccc1CNC(=O)CC1CCCCN(C)C1=O (stereo unspecified)	11%
Cc1occc1C(=O)N[C@@H]1CN(c2ncccn2)C[C@H]1CO	?
Fc1ccc(OCc2nc(C3CCNC3)no2)cc1 (stereo unspecified)	-8%
Cc1cc(C)c2c(=O)cc(C(=O)NCc3ccccc3)oc2c1	13%&10%
CCOc1ccc(CCNC(=O)c2sc3ncccc3c2-n2c(C)ccc2C)cc1	67%[activator]
Cn1nc(C(=O)N2CCC(C(=O)Nc3ccc4c(c3)OCO4)CC2)c2ccccc2c1=O	15%
Cn1c(=O)oc2cc(S(=O)(=O)N3CCC(C(=O)NCc4ccc(F)cc4)CC3)ccc21	6%
CCC[C@H]1CN(C(=O)CCc2ccccc2C)C[C@@H]1N	-7%
COCCNC(=O)[C@@H](C)C1CC[C@@]2(C)Cc3sc(CSc4ccccc4)nc3[C@@H](C)[C@@H]2[C@H]1O (stereo partly specified)	-27%

4 records drawn at random from those above, as already listed:
molecule	KDM5B inhibitor
COc1ccccc1CNC(=O)CC1CCCCN(C)C1=O (stereo unspecified)	11%
COCCNC(=O)[C@@H](C)C1CC[C@@]2(C)Cc3sc(CSc4ccccc4)nc3[C@@H](C)[C@@H]2[C@H]1O (stereo partly specified)	-27%
O=S(=O)(c1ccccc1C(F)(F)F)N1CC(c2nc(Cc3ccccc3)no2)C1	-31%
Cc1occc1C(=O)N[C@@H]1CN(c2ncccn2)C[C@H]1CO	?

Other entries:
molecule	KDM5B inhibitor
O=C(CCc1ncc(-c2ccccc2)o1)Nc1ccc2ccccc2c1	8%
COc1ccc(-c2nc3c(s2)CN(S(C)(=O)=O)CC3)cc1OC	?
COCCN1C(=O)[C@H]2CC[C@@H]1CN(c1ncnc3sc(C)c(C)c13)C2	28%
O=C(NCC1CCOCC1)c1cccc(C(F)(F)F)c1	-11%
CS(=O)(=O)c1ccc(CN2CCOC[C@H]2c2ncc(-c3ccc(F)cc3F)[nH]2)cc1	-31%[86.2 µM]
COc1nc(-c2ccccc2)ccc1-c1noc(-c2ccccc2Br)n1	21%
CCOc1ccc(CNS(=O)(=O)c2ccc3c(c2)CCCN3C(C)=O)cc1OC	2%
O=C(NNC(=O)c1ccc(Cl)cc1Cl)c1cnccn1	?
CCOc1c(Cl)cc(C(=O)Nc2ccc(C(F)(F)F)cc2)cc1Cl	-11%
CNC(=O)C(C)(C)N1CCC[C@H]1C(=O)N(C)Cc1cccnc1	13%[86.2 µM]

Structures listed so far containing a cyano group (2):
molecule	KDM5B inhibitor
COc1ccc(/C(C#N)=C/c2cc(Br)c(OCCOc3ccccc3)c(OC)c2)cc1OC	?
CN1/C(=C/C=C(C#N)C#N)C=Cc2ccccc21	-11%

(listing goes on)
molecule	KDM5B inhibitor
O=S(=O)(c1ccc(F)cc1)N1CCCC(Cc2noc(-c3cnccn3)n2)C1 (stereo unspecified)	22%
COCC(O)CNC(=O)COc1ccc2c(=O)c(-c3ccc(Cl)cc3)c(C)oc2c1 (stereo unspecified)	4%
CCN(CC)c1ccc(NC(=O)c2cc3c(=O)n4cccc(C)c4nc3n2C)c(C)c1	-21%
C=CCOc1ccc(C(N)=O)cc1	34%
COc1ccc(CCNC(=O)c2c(C)nn(-c3ccccc3)c2Cl)cc1	27%
CCn1ccc(C(=O)N2CCC(Oc3ccccc3-c3nc(-c4ccccc4)no3)C2)n1 (stereo unspecified)	?
C[C@]12CCC(=O)C[C@@H]1CC[C@@H]1[C@@H]2CC[C@]2(C)[C@@H](C(=O)COC(=O)CCC(=O)O)CC[C@@H]12	-10%
Brc1ccc(OCc2ccccc2)c(CNCC2CCNCC2)c1	-12%
CC(C)C1Cc2c(sc3nc(SCC(=O)O)n(-c4ccccc4)c(=O)c23)CO1 (stereo unspecified)	6%
CS(=O)(=O)N1CCCN(C(=O)CN2CCCCCC2)CCNC(=O)CC1c1ccccc1 (stereo unspecified)	-26%
Cc1cnc(C2CCC2)n1C1CCN(C(=O)C2(c3ccccc3)CC2)CC1	6%
Cc1ccc(C(C)NC(=O)Cc2cccs2)cc1C (stereo unspecified)	-6%
COc1cc(/C=C2\C(=O)ON=C2c2ccccc2)cc(Br)c1O	?
CC(C)C(=O)Nc1ccc2oc(-c3ccc(F)cc3)nc2c1	?
CCCSCCCNC(=O)C1CCN(c2nc3ccccc3nc2C(F)(F)F)CC1	-12%
Cc1nc(CN2CC3(CCN(C)C3)c3cc(C(=O)NCc4cccs4)ccc32)cs1 (stereo unspecified)	35µM*
Cc1cccc(OCC(=O)N2CCN(C(=O)COc3ccc(Cl)cc3)CC2)c1	23%
COc1ccc(Br)c2c1-c1nc(NC(=O)c3ccc(F)cc3)sc1C2	-27%
CCCc1nc2nc(C)c(NS(=O)(=O)c3ccc(CC(C)C)cc3)c(=O)n2[nH]1	-15%
NC(=O)C1CCN(C(=O)c2cc3ccccc3[nH]2)CC1	-25%
O=C(O)CCCC(=O)N1Cc2ccccc2CC2(CCCN(Cc3ccncc3)C2)C1 (stereo unspecified)	?
COC(=O)C(=C/C=C/c1ccco1)C(=O)OC	-12%
COc1ccc(NC(=O)Nc2c(C)n(C)n(-c3ccccc3)c2=O)cc1OC	8%
COC(=O)C(NC(C)=O)(Nc1ccc(C)cn1)C(F)(F)F (stereo unspecified)	-5%
C[S+](=O)([O-])c1ccc(-c2nnc3n2C(C(=O)N2CCCC2)CC3)cc1 (stereo unspecified)	0%[115 µM]
COc1ccc2c(C)c(C(=O)N3CCC(c4nc(C(C)C)no4)CC3)oc2c1	-28%
CCc1cnc2c(c1SCc1c(F)cccc1Cl)c(=O)n(C)c(=O)n2C	-6%
CCOc1ccc(CCNC(=O)c2ccc3c(c2)nc2n3CCOC2)cc1OCC	-15%
O=C(N/N=C/c1ccccc1[N+](=O)[O-])c1ccc(NS(=O)(=O)c2cccs2)cc1	-24%
O[C@@H]1CC(CNCc2ccccn2)(COc2cccnc2)C[C@@H]1O (stereo partly specified)	-23%
COc1ccc(C)cc1NC(=O)c1cc(S(=O)(=O)NC2CCCCCC2)ccc1F	?
CCOc1ccc(N2CC(C(=O)OCC(=O)c3ccc(OC)cc3)CC2=O)cc1 (stereo unspecified)	-8%
CCOc1ccc(NC(=O)Cn2c(-c3ccc(F)cc3)nc(C)cc2=O)cc1	-4%
Cc1oc(-c2cccc(Oc3ccccc3)c2)nc1CN(C)Cc1cnc(N)nc1	-18%
COCC(C)NC(=O)COC(=O)c1nn(-c2ccccc2)cc1OC (stereo unspecified)	?
Cc1ccc(Nc2nc3ccccc3nc2NS(=O)(=O)c2ccc(F)cc2)cc1C	5%
CCCCN1C(=O)C2(C(=C(O)c3ccc4c(c3)OCCO4)C(=O)C(=O)N2CCOC)c2ccccc21 (stereo unspecified)	-23%
CCn1cc(CN2CCCC(c3nc(-c4cccnc4)no3)CCNC(=O)CC2)c(C)n1 (stereo unspecified)	-28%
O=C(Nc1nonc1-c1ccc2c(c1)CCCC2)c1cc(=O)c2ccc(Br)cc2o1	10%
O=C(NC1CCCc2ccccc21)c1cc(F)cc(F)c1 (stereo unspecified)	7%
CCc1ccc(NC(=O)Cn2nc3n(c2=O)CCCCC3)cc1	17%
CCOC(=O)c1nc2ccccc2nc1N1CCN(C(=O)c2cccc(Cl)c2)CC1	3%
CC1(COc2ccc3[nH]ccc3c2)COc2ccc(C(=O)N3CCOCC3)cc2N1 (stereo unspecified)	-27%[86.2 µM]
Cc1c(CC(=O)N2CCN(c3ccc(F)cc3)CC2)c(=O)oc2cc(O)ccc12	?
COc1ccc(CNC(=O)Cn2nc(C)n3cccc3c2=O)cc1	-17%
CCOc1ccccc1OCC(=O)N(Cc1nc2ccccc2c(=O)[nH]1)CC1CCCO1 (stereo unspecified)	22%
Cc1cccc(OC(C)C(=O)NN)c1 (stereo unspecified)	29%
CCNC(=O)C1CCCN(c2nn3cc(-c4ccc(C)cc4)nc3s2)C1 (stereo unspecified)	?
COc1ccc(OCC(=O)n2nc(C)c(S(=O)(=O)N3CCc4ccccc4C3)c2C)cc1	-4%
COc1ccc(NC(=O)c2ccccc2)c2cccnc12	5%

The list continues:
molecule	KDM5B inhibitor
NC(=O)CCN1CCN(S(=O)(=O)c2ccc(F)c(F)c2)CC1	-12%
CNC(=O)c1cc2n(n1)CCCN(Cc1ccc(F)cc1)C2=O	17%
Cc1cnc(CCNC(=O)c2cc(CN3CCOCC3)on2)n1CC1CC1	21%
COC[C@@H]1CN(c2cnccn2)C[C@H]1C(=O)NCCc1ccccn1	20µM*
Cc1ccc(-n2ncc(C(=O)NCCN3CCCC3)c2C2CCN(C(=O)OC(C)(C)C)CC2)cc1C	-29%
CCCCCCNC(=O)c1ncn[nH]1	31%
NC(=O)C1CCN(C(=O)Cn2ccc3c(Br)cccc32)CC1	12%
Cc1cccc(N(C)c2ccc3nnc(-c4cc(C#N)ccn4)n3n2)c1	?
